# CatB mixtures: inhibitors of human cathepsin B in compound mixtures | P07858 | Purified cathepsin B, AMC dipeptide fluorescence | inhibition, %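 (ten-compound pools at 5 µM per compound and 50 µM total)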 | 62,000 compounds, 0.06% hits | AID 488; in the data active = inhibition above about 22%, passing the limit was not always enough;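 also: 0% = enzyme without compound and 100% = no enzyme blank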
# CatS block: inhibitors of human cathepsin S. P25774. AID 501. 62,000 compounds, 0.06% hits. recombinant cathepsin S, AMC dipeptide fluorescence, pooled mixtures. inhibition, %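 (tested at 5 µM per compound within 10-compound mixtures)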; in the data active = inhibition above about 32%, passing the limit was not always enough;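 also: 0% = enzyme without compound and 100% = blank without enzyme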
# CatL inh: inhibitors of human cathepsin L. P07711. purified cathepsin L, fluorogenic substrate, fluorescence. inhibition, %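 (tested at 10 µM)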. 58,000 compounds, 0.17% hits; in the data active = inhibition above about 45%;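 also: 0% = enzyme with no compound and 100% = no enzyme blank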
# Target sequence (P07711 114-288 limits assumed): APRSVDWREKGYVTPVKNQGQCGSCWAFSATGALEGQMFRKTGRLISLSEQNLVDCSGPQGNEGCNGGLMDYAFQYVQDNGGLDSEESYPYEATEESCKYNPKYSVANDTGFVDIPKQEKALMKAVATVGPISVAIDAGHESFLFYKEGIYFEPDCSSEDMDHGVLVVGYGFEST
# Target sequence (P07711 292-333 limits assumed): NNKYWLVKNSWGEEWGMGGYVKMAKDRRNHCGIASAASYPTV
# AP complement: alternative pathway complement inhibition, orthogonal assay; AID 1235; Human serum alternative complement pathway, LPS-coated ELISA, C3 deposition; tested in compound mixtures; inhibition, % at 5 µM; 62,000 compounds, 0.08% hits;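 active = inhibition above 30% in each of the two pooled mixtures holding the compound, so the lower value exceeds 30%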;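 also: 0% = serum in Mg-EGTA without compound and 100% = EDTA serum blank; some compounds past the cut are filed as inactive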
#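 Test system: human serum alternative complement pathway, C3 deposition on LPS-coated wells; also added: Plate-bound LPS; doses: 5 µM per compound in ten-compound mixtures; schedule: 1 h at 37 °C; detection: Anti-C3 ELISA, OD 450 nm; evaluation: percent inhibition of C3 deposition onto LPS; repeats: two pool placements per compound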
# FXIIa inh mix: blocks human factor XIIa in pooled compound mixtures; P00748; purified FXIIa, fluorogenic substrate; inhibition, % at 5 µM; 62,000 compounds, 0.2% hits; AID 684;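 also: 0% = enzyme without compound and 100% = no enzyme blank; some results filed as inactive read as strong as hits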
# FXIa inh mix: blocks human factor XIa in pooled compound mixtures; purified FXIa, fluorogenic substrate; inhibition, % at 5 µM; 62,000 compounds, 0.19% hits; AID 680;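 also: each value is inhibition by a whole ten-compound pool holding the compound; 0% = enzyme with no mixture and 100% = wells lacking enzyme; strong numbers were not always called active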
# C1s inh: blocks human complement C1s protease activity | P09871 | purified C1s, fluorogenic AMC substrate, pooled mixtures | mean inhibition % of two 10-compound mixtures (active compounds read high), % at 5 µM (by protocol) | 62,000 compounds, 0.16% hits | AID 538;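 active = inhibition above 20% in each of the two 10-compound mixture wells holding the compound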;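 also: 0% = enzyme wells lacking compound mixture and 100% = no-enzyme blank wells; some compounds called inactive have numbers as strong as hits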
# Target sequence (P09871 16-437 limits assumed): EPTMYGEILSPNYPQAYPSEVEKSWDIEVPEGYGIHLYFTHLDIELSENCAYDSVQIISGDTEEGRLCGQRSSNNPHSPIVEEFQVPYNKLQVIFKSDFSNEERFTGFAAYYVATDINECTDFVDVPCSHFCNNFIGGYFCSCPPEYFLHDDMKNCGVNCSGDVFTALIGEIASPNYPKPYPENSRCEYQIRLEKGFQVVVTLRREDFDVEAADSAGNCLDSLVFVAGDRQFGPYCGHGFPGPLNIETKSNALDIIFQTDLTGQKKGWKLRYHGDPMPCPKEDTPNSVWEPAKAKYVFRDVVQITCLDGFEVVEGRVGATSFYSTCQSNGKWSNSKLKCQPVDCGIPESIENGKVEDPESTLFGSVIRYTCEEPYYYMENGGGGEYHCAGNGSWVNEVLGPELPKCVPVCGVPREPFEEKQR
# Target sequence (P09871 438-688 limits assumed): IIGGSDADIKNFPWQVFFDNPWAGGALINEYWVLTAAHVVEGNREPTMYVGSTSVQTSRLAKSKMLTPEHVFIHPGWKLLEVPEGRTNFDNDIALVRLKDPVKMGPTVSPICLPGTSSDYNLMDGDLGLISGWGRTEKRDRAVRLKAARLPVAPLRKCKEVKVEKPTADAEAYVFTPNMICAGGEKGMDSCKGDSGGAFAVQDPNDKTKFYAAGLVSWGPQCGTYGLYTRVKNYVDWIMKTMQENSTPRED
# CatG inh: blocks human cathepsin G enzyme activity; purified enzyme, AMC-tetrapeptide fluorescence, pooled mixtures; P08311; 62,000 compounds, 0.2% hits; AID 581; inhibition, % at 5 µM (by protocol);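 active = inhibition above 20% in each of the two mixture wells holding the compound; inactive = inhibition of 20% or less in either well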;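 also: 0% = enzyme control without mixture and 100% = blank lacking enzyme; strong numbers were not always called active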
# CatB inh: human cathepsin B inhibition; P07858; purified cathepsin B, fluorogenic substrate, fluorescence; inhibition, %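 (tested at 10 µM)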; 63,000 compounds, 0.1% hits; AID 453; in the data active = inhibition above about 21%;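 also: 0% = enzyme with no compound and 100% = no enzyme blank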
# Active calls of the source: *; · = no result given. Rule as the data show it, unless noted: active = inhibition above about 20% (passing the limit was not always enough); inactive = the rest. A portion of the library; the hit share may differ from the screen's.
SMILES,CatB mixtures,CatS block,CatL inh,AP complement,FXIIa inh mix,FXIa inh mix,C1s inh,CatG inh,CatB inh
COc1ccc(-c2coc3cc(O)ccc3c2=O)cc1OC,-2,2,2,27,-5,13,-1,-2,-3
CSc1ccccc1NC(=O)C1CCCO1 (centres undefined),3,7,-2,-7,-8,2,-22,-7,1
Oc1ccc(Br)cc1/C=N/n1cnc2ccccc21,-4,-4,-18,19,-14,4,-1,0,-3
Cc1cccc(N(CC(=O)Nc2c(C)n(C)n(-c3ccccc3)c2=O)S(C)(=O)=O)c1C,0,-5,·,12,4,10,10,3,5
O=C(O)COc1ccc2occ(C(=O)c3ccccc3)c2c1,8,-2,7,20,12,2,13,11,2
O=C1C2CC=CCC2C(=O)N1CC1CCCO1 (centres undefined),-6,-5,11,-7,4,2,-16,-3,-1
Cc1ccc(S(=O)(=O)NC2=NCCC2)cc1,9,10,-5,6,4,4,10,6,2
O=C(CN1C(=O)COc2ccccc21)NCCC1=CCCCC1,-3,8,12,14,-17,6,-1,0,-2
CCCOc1nc2c(c(=O)n(C)c(=O)n2C)n1CC,-2,-5,-8,15,2,6,-3,-3,0
O=C(O)C1CCCCC1C(=O)Nc1ccc(Cl)cc1Cl (centres undefined),3,5,9,9,-9,1,1,9,5
O=C(Nc1nnc(N2CCCCCC2)s1)c1cc(-c2ccc(Br)cc2)on1,-5,-20,-20,19,-6,-22,-49,-19,0
CCOC(=O)C1CCCN(C(=O)Cc2c(C(=O)O)[nH]c3ccccc23)C1 (centres undefined),0,-5,·,8,1,-12,-22,-11,8
Cc1cc(C)cc(NC(=O)CSc2nnc(Cn3c(=O)sc4ccccc43)n2C)c1,4,12,14,10,-17,5,11,11,9
CCOC(=O)CC(=O)CSc1ccc2nnc(-c3ccccc3)n2n1,6,8,18,5,-8,7,3,2,-3
COc1ccc(-c2[nH]ncc2-c2ccc(Cl)cc2)c(O)c1,-2,2,24,11,-18,-3,-8,8,4
O=C(Cc1cc(=O)[nH]c(=O)[nH]1)NCC1CCCO1 (centres undefined),7,-3,-4,11,3,7,-6,0,-1
COc1ccc(CCNS(=O)(=O)c2ccc3c(c2)CCN3C(=O)C2CC2)cc1OC,0,3,14,8,5,12,1,1,2
CC(C)Oc1ccc(C(=O)Nc2ccc(N(C)C)cc2)cc1,-1,2,-2,17,13,-3,0,9,1
Cc1ccc(NC(=O)CSc2nnc(Cc3cccn3C)n2-c2ccc(F)cc2)cc1,7,-7,8,16,10,4,4,9,9
COC(=O)CN(c1c(C)cccc1C)S(C)(=O)=O,7,1,-2,18,14,9,1,0,-2
CC(OC(=O)c1nsc(Cl)c1Cl)C(=O)NCc1cccs1 (centres undefined),-1,-7,-8,28,-19,1,-15,6,0
CC1CC(C)(C)Nc2ccc(OC(=O)c3ccco3)cc21 (centres undefined),2,-2,-12,19,3,7,16,10,1
Cc1ccnc(NS(=O)(=O)c2ccc(N=CC3=C(O)CC(C)(C)CC3=O)cc2)n1,-13,-21,-1,-10,-2,-31,-189,-36,6
Cc1cc(=O)oc2cc(OCC(O)CN3CCc4ccccc4C3)ccc12 (centres undefined),1,10,18,12,11,-9,-39,5,1
c1ccc(-n2nnnc2SCc2cn3ccccc3n2)cc1,1,-5,-1,3,17,0,1,-4,0
CCOc1cc(C(=O)O)cc(Cl)c1OCC#N,1,-9,6,18,-7,2,11,6,2
Cc1nc2ccccc2c2nc3ccccc3n12,8,12,-2,-8,-3,38,1,27,4
CCOCCCN(C(=O)Nc1ccc(CC)cc1)C1CCN(C(C)=O)CC1,5,7,-7,3,-2,1,-29,-13,2
O=C(O)c1[nH]c2ccccc2c1CC(=O)N1CCOCC1,0,0,-7,13,-3,-2,-9,4,1
COCCCNC(=O)CCCn1c(=O)c2ccccc2n(CC(=O)Nc2c(C)cc(C)cc2C)c1=O,3,18,10,-1,-13,7,-8,-1,7
Cc1ccc(N2C(=O)c3ccc(C(=O)NCCN4CCOCC4)cc3C2=O)cc1,4,3,10,7,3,-5,10,6,4
COc1ccc(NC(=O)NC(C(F)(F)F)C(F)(F)F)cc1,-2,-4,-5,11,2,2,-13,-4,·
CCOC(=O)CNC(=O)CSc1ncnc2c1cnn2-c1ccc(Cl)cc1,-1,6,-8,-5,-15,7,-14,-2,-4
Cc1nc2c(-c3ccccc3)c(C)nn2c(C)c1CCC(=O)N1CCOCC1,0,-6,-3,17,3,6,-32,-8,4
N#C/C(=C(/O)COC(=O)CCc1ccc(S(=O)(=O)N2CCOCC2)cc1)c1nc2ccccc2[nH]1,3,15,-1,3,-2,2,-16,-2,-1
N#Cc1nc(Cc2ccccc2)oc1N1CCN(c2ccccc2)CC1,5,10,-8,4,1,15,2,1,-3
CCOC(=O)N1CCC(NC(=O)c2cc3ccccn3n2)CC1,0,-4,-8,10,-2,6,-10,5,0
Cc1ccc(Nc2nc(CSc3nnnn3-c3ccccc3)cs2)cc1,0,-5,6,-1,9,4,-1,-2,3
COc1cccc(NC(=O)CN(C)S(=O)(=O)c2ccc(C)cc2)c1,-8,-2,-3,4,23*,-3,7,10,1
COc1ccc(OC)c(S(=O)(=O)N2C(C)CCCC2C)c1 (centres undefined),2,5,14,10,12,1,5,9,4
CC1CCc2[nH]nc(C(=O)O)c2C1 (centres undefined),-1,0,4,-20,-5,4,1,-4,3
Cc1ccc(C)c(S(=O)(=O)Nc2ccc(O)cc2)c1,2,-2,-6,24,27,-5,-27,1,6
Cc1nc2sc(C(=O)O)c(N)c2c2c1COC(C)(C)C2,9,-5,-1,0,-6,-1,2,-2,5
COCCSc1nnc(NC(=O)Cc2ccccc2OC)s1,4,-4,8,18,7,4,0,6,-3
O=C(c1cc(-c2ccco2)on1)N1CCCc2ccccc21,3,-1,-3,19,10,-4,-3,3,4
O=C(NCc1ccc2c(c1)OCO2)c1cccc(F)c1,-1,-13,-9,9,-14,3,-8,-4,-2
COC(=O)/C(C#N)=C1/SC=C(C)N1c1ccccc1,4,2,-5,15,2,6,-3,-2,-1
CCOC(=O)c1ccc(NC(=O)c2cccc(S(=O)(=O)N3CCOCC3)c2)cc1,2,-3,7,0,11,5,12,11,5
O=C(NCc1ccccc1)N1CCC(c2nc3ccccc3[nH]2)CC1,-4,-2,-1,13,1,-2,-5,9,0
O=C(CSc1ncnc2c1nnn2-c1ccc(F)cc1)NCC1CCCO1 (centres undefined),-1,-8,-1,-3,6,3,-15,-11,2

# 6 entries from above, arranged by length of the SMILES, largest number first.
SMILES,CatB mixtures,CatS block,CatL inh,AP complement,FXIIa inh mix,FXIa inh mix,C1s inh,CatG inh,CatB inh
CCOC(=O)c1ccc(NC(=O)c2cccc(S(=O)(=O)N3CCOCC3)c2)cc1,2,-3,7,0,11,5,12,11,5
O=C(NCc1ccccc1)N1CCC(c2nc3ccccc3[nH]2)CC1,-4,-2,-1,13,1,-2,-5,9,0
Cc1nc2sc(C(=O)O)c(N)c2c2c1COC(C)(C)C2,9,-5,-1,0,-6,-1,2,-2,5
O=C(c1cc(-c2ccco2)on1)N1CCCc2ccccc21,3,-1,-3,19,10,-4,-3,3,4
COC(=O)/C(C#N)=C1/SC=C(C)N1c1ccccc1,4,2,-5,15,2,6,-3,-2,-1
COCCSc1nnc(NC(=O)Cc2ccccc2OC)s1,4,-4,8,18,7,4,0,6,-3

# Later entries:
SMILES,CatB mixtures,CatS block,CatL inh,AP complement,FXIIa inh mix,FXIa inh mix,C1s inh,CatG inh,CatB inh
Nc1nnc(SCc2ccc(F)cc2)s1,7,2,-5,22,-3,8,5,0,·
CCOCCc1nnc(NC(=O)COC)s1,-2,10,5,3,4,1,15,10,5
CC(C)(C)OC(=O)c1c(N)n(CCCN2CCCC2=O)c2nc3ccccc3nc12,-25,-31,-177,13,9,-39,-68,-32,-9
CCN(Cc1ccccc1)C(c1cc2cc(C)cc(C)c2[nH]c1=O)c1nnnn1CCOC (centres undefined),0,-2,-4,7,0,11,5,2,3
Cc1cc(C(=O)NCc2ccccc2)c(=O)[nH]c1C,1,5,-8,0,5,-10,-11,19,-1
Cc1nnc(NC(=O)C2CCN(c3cnccn3)CC2)s1,4,40,21,-13,14,7,-15,-2,5
COC(=O)C1=C(N)OC2=C(C(=O)CCC2)C1c1cccs1 (centres undefined),17,16,41,2,3,10,2,1,1
CCCCCn1c(=NC(=O)c2ccco2)c(C(=O)OCC)cc2c(=O)n3ccccc3nc21,-1,-30,-192,13,2,-16,-111,-8,1
C/C(Cl)=C\CNC(C)c1ccccc1 (centres undefined),2,-5,-10,5,-13,7,13,9,0
COc1ccc(-c2cc3nc(C)c(CCC(=O)N4CCCCC4)c(C)n3n2)c(OC)c1,-1,-7,-1,17,-6,-8,-74,-1,-1

# Record cards, from the list above. Screens in order: CatB mixtures, CatS block, CatL inh, AP complement, FXIIa inh mix, FXIa inh mix, C1s inh, CatG inh, CatB inh
# Results for `COCCSc1nnc(NC(=O)Cc2ccccc2OC)s1` = 4, -4, 8, 18, 7, 4, 0, 6, -3
# Results for `c1ccc(-n2nnnc2SCc2cn3ccccc3n2)cc1` = 1, -5, -1, 3, 17, 0, 1, -4, 0
# Results for `Cc1cc(C)cc(NC(=O)CSc2nnc(Cn3c(=O)sc4ccccc43)n2C)c1` = 4, 12, 14, 10, -17, 5, 11, 11, 9
# Results for `CSc1ccccc1NC(=O)C1CCCO1` (centres undefined) = 3, 7, -2, -7, -8, 2, -22, -7, 1
# Results for `O=C(O)COc1ccc2occ(C(=O)c3ccccc3)c2c1` = 8, -2, 7, 20, 12, 2, 13, 11, 2

# (more compounds)
SMILES,CatB mixtures,CatS block,CatL inh,AP complement,FXIIa inh mix,FXIa inh mix,C1s inh,CatG inh,CatB inh
CCN(c1cccc(C)c1)S(=O)(=O)c1ccc2[nH]c(=O)c(=O)[nH]c2c1,8,4,4,5,6,8,-15,1,-3
CC(=O)c1c(C)nc(C)nc1NC(=O)C(C)C,3,16,22,0,2,3,-17,-2,11
Cn1c(C(=O)O)c(CC(=O)Nc2ccc3c(c2)OCCO3)c2ccccc21,1,5,-5,11,-19,8,4,2,4
Cc1cc(C(=O)c2cccs2)c(N)s1,4,-3,6,3,6,6,2,9,7
Cn1nc(-c2ccc(N3CCOCC3)c(NS(=O)(=O)c3ccccc3)c2)c2ccccc2c1=O,1,-10,3,17,8,-2,-1,10,2
O=C(CCC(=O)OCCCC(F)(F)C(F)(F)F)Nc1ccccc1,3,-1,2,9,8,4,11,10,0
O=C(NCc1ccccc1F)c1cccs1,-6,-1,·,-16,-15,-3,-2,-4,·
Cc1cc(C)cc(OCC(=O)NCCN2CCOCC2)c1,-4,-2,-4,16,7,10,2,-2,-3
Cc1nc2nc(C)c(CCC(=O)NCc3ccc4c(c3)OCO4)c(C)n2n1,0,2,18,2,11,3,-6,-1,-5
COc1ccc(C2CCCN2C(=O)c2cccs2)cc1 (centres undefined),3,-3,3,5,3,4,14,10,2
Cc1ccc(OCC(O)Cn2c(NCCc3ccccc3)nc3c2c(=O)[nH]c(=O)n3C)cc1 (centres undefined),6,17,14,-4,-19,16,-18,-3,3
CC1CCN(C(=O)CSc2nnc(CSc3ncccn3)n2C)CC1,2,-3,16,20,5,4,-18,3,7
Cc1ccnc2nc(C(=O)NC3=NCCS3)nn12,1,16,7,7,7,7,-12,-1,3
Cn1c(NC(=O)c2ccc3c(c2)OCO3)cc(=O)n(C)c1=O,0,6,4,28,11,4,-7,-2,-1
